Compound activity as filed in PubChem BioAssay.
RBBP9 inhibitor: human RBBP9 hydrolase inhibition | recombinant RBBP9, FP-Rh probe fluorescence polarization | actives 0.2% (n = 220,000) | inhibition, % at 7.94 µM | O75884;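 active = inhibition above the campaign mean of all tested compounds plus 3 SD, cut at about 14% in these data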;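 also: plate controls were DMSO wells with RBBP9 for no effect and wells lacking RBBP9 protein for full effect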
Target sequence (O75884 whole entry, looked up): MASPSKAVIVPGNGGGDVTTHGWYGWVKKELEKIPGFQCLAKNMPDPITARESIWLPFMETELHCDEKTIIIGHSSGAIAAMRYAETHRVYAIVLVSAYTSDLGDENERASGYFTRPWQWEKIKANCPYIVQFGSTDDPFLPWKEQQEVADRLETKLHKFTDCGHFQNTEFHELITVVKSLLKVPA
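Measured by: FP readout at 525/598 nm; material: recombinant human RBBP9; also added: Serine-hydrolase probe FP-Rh, 375 nM pre-mixing; medium: Tris buffer pH 8.0, NaCl, Pluronic; replication: one well per compound; doses: one concentration, 7.94 µM nominal, 0.794% DMSO; timing: preincubation 30 min plus labeling 45 min at 25 °C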
p47phox inh: p47phox (human) inhibition; P14598; p47phox/p22phox peptide binding, fluorescence polarization, 2 h; inhibition, % at 24.7 µM; actives 0.53% (n = 220,000); AID 1274;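 active = inhibition above about 30%, limit read from the data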;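 also: 0% = p47phox with labelled peptide and 100% = labelled peptide alone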
Runt-SMMHC FRET: Runt domain-CBFb-SMMHC interaction inhibition; Q01196+Q13951; actives 0.74% (n = 220,000); inhibition, % at 20 µM; Cerulean-Runt/Venus-CBFb-SMMHC FRET ratio 530/480, 1 h;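 active = mean inhibition across duplicate retests at 20 µM reaching about 50%, limit read from the data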;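 also: 0% = DMSO wells and 100% = wells with excess untagged CBFb-SMMHC; inhibitors lower the FRET ratio by blocking Runt binding to CBFb-SMMHC; some results filed as inactive read as strong as hits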
Target sequence (Q01196 whole entry, looked up, the tested form may be a part): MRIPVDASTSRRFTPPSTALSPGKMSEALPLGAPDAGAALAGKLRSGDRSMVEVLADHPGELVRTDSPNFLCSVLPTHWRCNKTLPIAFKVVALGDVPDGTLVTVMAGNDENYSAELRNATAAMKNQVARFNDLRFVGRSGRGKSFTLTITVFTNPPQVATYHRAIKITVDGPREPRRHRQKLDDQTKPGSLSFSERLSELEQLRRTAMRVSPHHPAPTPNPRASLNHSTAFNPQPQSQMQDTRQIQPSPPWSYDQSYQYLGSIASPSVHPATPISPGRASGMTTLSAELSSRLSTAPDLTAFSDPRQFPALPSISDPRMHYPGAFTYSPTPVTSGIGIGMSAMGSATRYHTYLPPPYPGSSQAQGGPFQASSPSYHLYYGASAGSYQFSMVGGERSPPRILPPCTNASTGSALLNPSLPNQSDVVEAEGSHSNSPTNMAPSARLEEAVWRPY
Target sequence (Q13951 whole entry, looked up, the tested form may be a part): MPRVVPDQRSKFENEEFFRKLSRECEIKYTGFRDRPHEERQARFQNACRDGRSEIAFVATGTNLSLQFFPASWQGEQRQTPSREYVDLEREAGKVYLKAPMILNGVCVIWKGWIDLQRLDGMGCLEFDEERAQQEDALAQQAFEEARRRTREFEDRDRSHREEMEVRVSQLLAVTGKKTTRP
p97 ATPase inh: inhibitors of human p97 ATPase; actives 0.42% (n = 220,000); inhibition, % at 8 µM; AID 1481; recombinant p97 ATPase, Kinase-Glo ATP luminescence, 3 h; P55072; in the data active = inhibition above about 15%;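 also: 0% = DMSO vehicle and 100% = wells lacking enzyme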
Furin inhibitor: blocks human furin protease activity. P09958. purified furin, fluorogenic substrate cleavage. inhibition, % at 30 µM. actives 0.061% (n = 220,000). AID 463115; in the data active = inhibition above about 25%; also: inactives centre near -15
Calpain2 inh: calpain II (pig) inhibition; actives 0.37% (n = 220,000); inhibition, % at 16 µM; purified calpain II, fluorogenic peptide substrate, 30 min; AID 1236;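 active = inhibition above about 50%, limit read from the data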
TbHK1 inh: blocks Trypanosoma brucei hexokinase 1 activity | recombinant TbHK1, G6PDH-coupled NADH A340 | actives 0.11% (n = 220,000) | inhibition, % at 10 µM;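 active = inhibition of 50% or more in the single-dose primary screen; inactive = inhibition below 50%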
EBV gp42 block: inhibitors of Epstein-Barr virus glycoprotein 42; Q1HVG2; Fluorescence polarization binding assay, mP read-out; inhibition, % (tested at 21.74 µM); actives 0.42% (n = 220,000); AID 1085; in the data active = inhibition above about 50%
Target sequence (Q1HVG2 whole entry, looked up): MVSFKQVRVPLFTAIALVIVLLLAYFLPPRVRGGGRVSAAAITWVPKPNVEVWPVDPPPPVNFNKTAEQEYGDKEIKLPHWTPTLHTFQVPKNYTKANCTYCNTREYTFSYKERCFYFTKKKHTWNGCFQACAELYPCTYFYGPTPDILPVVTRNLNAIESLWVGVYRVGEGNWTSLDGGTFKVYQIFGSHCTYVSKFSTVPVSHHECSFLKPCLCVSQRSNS
Runt-CBFb FRET: inhibitors of human RUNX1 Runt domain binding to CBFb. actives 0.46% (n = 220,000). AID 1496. inhibition, % at 20 µM. Cerulean-Runt/Venus-CBFb FRET ratio 530/480, 1 h;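 active = inhibition over about 50% at 20 µM in the single-dose screen, limit read from the data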;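 also: 0% = DMSO wells and 100% = excess unlabeled CBFb competitor control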
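Measured by: fluorescence energy transfer, 422 nm excitation, 530/480 nm emission; Assay system: Cerulean-Runt domain; Medium: Tris pH 7.5 buffer with BSA; Measure: loss of energy transfer signal; Controls: 5 µM unlabeled CBFb as full-inhibition high control; Incubation: protein complex preformed 1 h, compound exposure 1 h, room temperature, dark.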
Numbers without * were called inactive; . = not tested or not shown; [ ] = dose if it differs, or a comment.

SMILES	RBBP9 inhibitor	p47phox inh	Runt-SMMHC FRET	p97 ATPase inh	Furin inhibitor	Calpain2 inh	TbHK1 inh	EBV gp42 block	Runt-CBFb FRET
COc1ccc(-n2nnc3c(=O)n(CC(=O)N4CCCc5ccccc54)cnc32)cc1	1	.	4	5	-13	.	-2	.	3
Cc1ccccc1CCNC(=O)C1CCN(S(=O)(=O)c2ccc(-n3cnnn3)cc2)CC1	-6	-10	1	-5	-14	-13	-5	-22	1
CCc1ccc(C(=O)NNc2ccc(Cl)cc2)cc1	-7	3	-1	-1	-2	24	-4	-8	1
COc1ccc(CCNC(=O)CSc2nc3cc(Cl)ccc3o2)cc1OC	14	-1	-1	1	2[20 µM]	5	-9	-6	2
Cc1ccc(S(=O)(=O)N2CCOC2CNC(=O)C(=O)NCCc2ccccc2)cc1 (stereo not drawn)	-6	-4	3	4	-21	-13	1	-1	0
CCOC(=O)CCCCC(=O)c1[nH]c(=O)[nH]c1Cn1cnc2ccccc21	-7	-8	3	-1	-18[20 µM]	7	-5	-8	-2
CC(=O)O[C@@H]1C[C@H]2C(C)(C)C(=O)C=C[C@]2(C)[C@H]2CC[C@@]3(C)[C@H](c4ccoc4)OC(=O)[C@H]4O[C@]43[C@@]21C	-4	-4	-1	5	-9	-44	1	2	-2
Nc1nc2ccc(Oc3ccccc3)cc2s1	3	-4	-3	5	-22	-17	3	-5	0
CC(=O)N1CCN(S(=O)(=O)c2ccccc2)C1c1ccccc1 (stereo not drawn)	-3	-17	0	-1	-9[20 µM]	14	-2	-8	1
CNC(=O)/C(C#N)=C\c1ccc(CNS(=O)(=O)c2ccccc2)o1	-3	-8	0	1	10	6	-16	-7	0
O=C(NCC1CCCO1)c1cccnc1NCc1ccc(F)cc1 (stereo not drawn)	-9	15	-4	-4	-6	-58	-10	-12	-1
CCc1ccccc1NC(=O)CN(C)C(=O)CSc1nnc(Nc2ccc(C)cc2)s1	-3	-11	-2	2	3	14	-4	-14	-4
NCC(=O)Nc1ccc(Br)cc1	-8	-7	-3	3	-24	-28	3	-1	0
Cc1sc(NC(=O)c2ccccc2)c(C(=O)NCCN(C)C)c1C	8	2	0	-1	-14[20 µM]	5	-18	-23	.
CCOc1cc(CNc2nn[nH]n2)ccc1OCC(=O)NC(C)(C)C	-8	2	0	-5	-15	-13	-1	1	2
NS(=O)(=O)c1ccc(CCNC(=O)CNS(=O)(=O)c2cccc(Br)c2)cc1	3	2	-4	2	-23	0	3	-4	2
CCO[C@@H]1OC(C(=O)NCc2ccccc2)=C[C@H](C(C)(C)C)[C@H]1CCCO	.	-19	0	.	-17	16	2	-11	-3
CN(C)S(=O)(=O)c1cccc(C(=O)NCCCn2ccnc2)c1	0	-4	4	7	-20	-16	2	-17	3
Nc1nnc(CCc2ccccc2)s1	-3	-7	-5	-6	-18	-14	2	-14	-1
CCCOc1ccc(-c2nn(-c3ccccc3)cc2/C=C2\SC(N)=NC2=O)cc1C	-11	-39	-95	-4	-6	-98	-6	-73	-97
Nc1nnc(SCC(=O)OCC(=O)NC23CC4CC(CC(C4)C2)C3)s1	-3	-21	15	0	-7	-37	-1	0	-3
CN1CCc2c(sc(/N=C/c3c[nH]c4ccccc34)c2C#N)C1	-12	-78	3	14	-15	9	-15	-41	50
Cc1ccccc1N(C(=O)Cn1nnc(-c2ccc(F)cc2)n1)C(C(=O)NC(C)(C)C)c1ccncc1 (stereo not drawn)	0	-6	-6	4	-25	-6	-11	-19	-1
CCc1ccc(C(=O)CSC2=C(C#N)C(c3ccco3)C(C(C)=O)=C(C)N2)cc1 (stereo not drawn)	-7	-57	-14	-1	-19	24	-7	-17	6
CSc1ncc(Cl)c(C(=O)Nc2cccc(C)c2)n1	-7	-4	1	3	-22	-6	-8	6	2
SMILES	RBBP9 inhibitor	p47phox inh	Runt-SMMHC FRET	p97 ATPase inh	Furin inhibitor	Calpain2 inh	TbHK1 inh	EBV gp42 block	Runt-CBFb FRET
COc1cccc(CNC(=O)c2ccc(S(=O)(=O)N3CCCC3)cc2)c1	-8	-15	-3	-2	-6[20 µM]	5	-3	-26	0
CCc1ccc(-c2nc(NC(=S)NC(=O)c3cccs3)sc2C)cc1	-8	-12	0	1	-9[20 µM]	5	-5	-19	7
Cc1nn(-c2ccccc2)c(N)c1C(O)(C(F)(F)F)C(F)(F)F	-12	-16	2	-1	-19	22	0	-2	-1
CCOc1ccc(C2=Nn3cnnc3SC2)cc1	1	6	-2	5	-6	-31	-7	-10	-2
CCOc1ccccc1NC(=O)CSc1nnc(-c2cnccn2)n1CC	-8	0	0	-4	-11	3	-2	-32	0
COc1ccc(Cc2nnc(NC(=O)c3cccc(C)c3)s2)cc1	2	-4	1	3	-26	3	-2	-19	-1
O=C(COC(=O)c1ccc([N+](=O)[O-])s1)Nc1ccc(Cl)cn1	1	-13	-3	7	-31	-36	-5	-6	-1
Cc1cc(-c2onc(C)c2C(=O)N/N=C/c2ccccc2)no1	-4	-10	-1	7	-11	-20	-1	0	-1
Cc1nc(NC(=O)c2ccccc2)sc1-c1csc(NCc2ccco2)n1	0	-91	3	3	-7[20 µM]	-261	-15	-7	18
CCC1(C)OC(=O)N(CCCn2ccnc2C)C1(C)O (stereo not drawn)	-11	-5	2	0	-23[20 µM]	12	-6	-26	0
COC(=O)COc1ccc(S(=O)(=O)Nc2ccc(NC(C)=O)cc2)cc1C	5	-4	3	-2	-9[20 µM]	4	4	-1	0
COc1ccccc1/C=C1/C(=O)N(c2cc(C)cc(C)c2)C(c2cccc([N+](=O)[O-])c2)S1(=O)=O (stereo not drawn)	-5	-4	1	2	-13	-111	-12	-13	1
O=C(O)c1ccc(Cl)c(NC(=O)C2CCCN2S(=O)(=O)c2cccc3nsnc23)c1 (stereo not drawn)	-10	-7	0	-1	-12	-14	-11	4	-273
CCSc1nc(-c2ccccc2)c2cc(Cl)ccc2n1	-9	-13	1	-1	-19	17	-8	7	1
C/C(=N\NC(=O)C1COc2ccccc2O1)c1ccc(Cl)s1 (stereo not drawn)	-5	-11	3	0	-12	14	-2	0	-2
CC(=O)Oc1ccc2c(c1)Oc1cc(OC(C)=O)ccc1C21OC(=O)c2ccccc21	16*	-34	-11	4	6	-232	-10	95*	-5
CC(OC(=O)Cc1coc2ccc3ccccc3c12)C(=O)NC(N)=O (stereo not drawn)	-10	5	-3	4	-27	-32	0	-5	-2
COc1cccc(OCC(Cn2cnc3ccccc32)OC(C)=O)c1 (stereo not drawn)	-2	-13	2	2	-30	-11	0	0	3
CC(=O)CSc1nsc(SCC(C)=O)c1C#N	-7	-7	-4	1	-21[20 µM]	7	-13	-6	1
COCc1nnc(NC(=O)c2cc(Cl)ccc2OC)s1	-2	-7	-9	-3	-14[20 µM]	5	-2	-17	4
O=C(O)C12C[C@H]3C[C@@H](C1)CC(n1ncc(N4CCN(c5ccccc5)CC4)c(Cl)c1=O)(C3)C2	-2	-9	3	5	6	18	17	-23	9
O=C(NNC(=O)c1cccnc1)Nc1ccccc1	0	-6	-9	2	-15[20 µM]	-6	0	-20	0
CC1CCN(C(=O)Cn2nnc(-c3cccs3)n2)CC1	-1	7	-2	0	-25	-22	-2	-16	-1
O=C(CSc1ncnc2sc3c(c12)CCC3)Nc1ccccc1C(=O)O	-12	-18	-3	5	-27	-2	-4	-8	0
CC(=O)c1ccc(OCC(O)CN2CCCC(C)C2)cc1 (stereo not drawn)	-6	-8	3	2	-20	-46	0	3	3
SMILES	RBBP9 inhibitor	p47phox inh	Runt-SMMHC FRET	p97 ATPase inh	Furin inhibitor	Calpain2 inh	TbHK1 inh	EBV gp42 block	Runt-CBFb FRET
C=CCn1c(-c2cccc(S(=O)(=O)N(CC)CC)c2)n[nH]c1=S	1	-2	13	1	-33	-11	2	-10	8
O=C(c1ccc(CNc2c(N3CCOCC3)c(=O)c2=O)cc1)N1CC=C(c2ccccc2)CC1	-3	2	-4	-3	-18	-13	-3	14	1
CCOc1ccc(-c2nnc(-c3cccs3)o2)cc1	-8	-9	-1	-12	-1[20 µM]	-175	0	-9	-4
O=C(NNC(=O)C1CC1c1ccccc1)Nc1cccc(Cl)c1 (stereo not drawn)	-10	-11	-21	-1	-14[20 µM]	12	-1	12	-2
COC(=O)c1[nH]c2ccc(F)cc2c1NS(=O)(=O)c1ccc(OC)cc1OC	-4	-7	-21	3	-8[20 µM]	-23	-4	-1	-2
Cc1nnc(SCC(=O)NC(C)(C)C)n1NCc1ccc(Cl)cc1	7	6	2	0	-8	-11	-8	-27	1
COCCn1c(SC)nnc1-c1c[nH]c2ccccc12	-3	5	-1	-1	-33	9	-6	0	2
Cc1cc(C(=O)CC#N)c(C)n1-c1ccc(OC(F)F)cc1	0	-5	-1	4	-25	-31	-4	-5	-1
O=C1/C(=C/c2ccccn2)SC(=S)N1c1cccc(O)c1	-12	-19	-3	10	-8	-12	-4	-5	-3
Nc1nc(SCC(=O)N2CCCc3ccccc32)[nH]c(=O)c1-c1ccccc1	-3	-20	0	-3	-16[20 µM]	23	-1	0	-1
Cc1ccc2nsnc2c1S(=O)(=O)Nc1cccc2nsnc12	-2	-10	1	-1	-14	-50	3	-6	3
CC1CCCC(C)N1C(=O)C1CCCCC1 (stereo not drawn)	-3	-12	-2	1	-35	-7	-1	-8	-1
COc1ccc(CNC(=O)C2CCCN(S(=O)(=O)c3c(C)nn(C)c3C)C2)cc1 (stereo not drawn)	-4	2	14	-1	-38	-15	-9	-12	0
CCn1cc(S(=O)(=O)CC(=O)N2CCc3ccccc32)c2ccccc21	.	-7	2	.	-22	13	-8	-10	1
c1ccc(C2=Nn3c(nnc3-c3ccccn3)SC2)cc1	1	-9	-1	0	-27	1	3	-3	4
COc1ccc(OCC(O)CNC(=O)c2ccccc2C(=O)O)cc1 (stereo not drawn)	-6	-1	3	1	-22	2	0	9	-2
Cc1cc(Br)cc(C)c1NC(=O)c1ccc(C#N)cc1F	0	-1	-1	1	-21	15	-3	0	1
CCn1c(SCC(=O)NCCOC)nc2sc(C)c(C)c2c1=O	-4	-13	-8	3	-11	-45	-20	-9	2
CC(NC(=O)c1cc(-c2ccccc2)on1)c1ccccc1 (stereo not drawn)	5	2	3	-1	-2[20 µM]	31	2	-12	0
COc1ccc2nc(SCC(=O)Nc3ccccc3)[nH]c2c1	-7	-2	-1	5	-15	-4	3	-4	-2
Cc1ccc(Cl)c(OCC(=O)NN2CCN(C)CC2)c1	-2	-5	2	3	-31	-15	-3	-12	2

Full records from above. Screens in order: RBBP9 inhibitor	p47phox inh	Runt-SMMHC FRET	p97 ATPase inh	Furin inhibitor	Calpain2 inh	TbHK1 inh	EBV gp42 block	Runt-CBFb FRET
O=C(c1ccc(CNc2c(N3CCOCC3)c(=O)c2=O)cc1)N1CC=C(c2ccccc2)CC1 as listed: -3	2	-4	-3	-18	-13	-3	14	1
C=CCn1c(-c2cccc(S(=O)(=O)N(CC)CC)c2)n[nH]c1=S as listed: 1	-2	13	1	-33	-11	2	-10	8
Cc1ccc2nsnc2c1S(=O)(=O)Nc1cccc2nsnc12 as listed: -2	-10	1	-1	-14	-50	3	-6	3
O=C(NNC(=O)C1CC1c1ccccc1)Nc1cccc(Cl)c1 (stereo not drawn) as listed: -10	-11	-21	-1	-14[20 µM]	12	-1	12	-2
Cc1cc(Br)cc(C)c1NC(=O)c1ccc(C#N)cc1F as listed: 0	-1	-1	1	-21	15	-3	0	1
